Compound activity deposited in PubChem BioAssay by National Center for Advancing Translational Sciences (NCATS).
HT1080 IDH1KD tx = toxicity to HT-1080 IDH1 knockdown cells (counter line); HT-1080 IDH1 knockdown viability, ATP luminescence, 48 h; Potency, µM (doses to about 46.1 µM), for the others: at the top dose activity, negative = toxicity, most hits filed as cytotoxic; 2% of 360,000 active; AID 686971;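 note: 0% = DMSO wells and -100% = cell-free medium wells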
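IDH1KD HT-1080 cells, 750/well, RPMI + 5% FBS; compound pinned after 2 h settling; 48 h, 37 °C; CellTiter-Glo luminescence; % activity normalised to DMSO and no-cell wells; curves fitted, classed by r2 and efficacy.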
HT1080NT lethal = kills 2HG-producing HT-1080-NT fibrosarcoma cells | HT-1080-NT fibrosarcoma viability, CellTiter-Glo ATP luminescence, 48 h | Potency, µM (titrated, usually from 46.1 µM), without a hit: top-dose activity, negative = less viability, hits mostly cytotoxic | 1.6% of 360,000 active;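 note: NT is the 2HG producing partner of a matched IDH1 knockdown line; 0% = DMSO-treated cells and -100% = media-only wells without cells; nearly all actives have a fitted effect of over 55% in size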
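Viability by CellTiter-Glo luminescence after 48 h compound exposure at 37C of HT-1080-NT cells (750/well, RPMI, 5% FBS). % activity scaled between DMSO wells and medium-only wells, then curve-fitted and categorized by curve class.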
ATXN2 expr inh = reduces ATXN2 reporter expression in HEK-293 cells; HEK-293 ATXN2-luciferase reporter, luminescence, 24 h; Potency, µM (doses to about 57 µM), inactives show at the top dose activity change, negative = inhibition, most hits filed as inhibitors; 0.72% of 360,000 active; note: nearly all actives have a fitted effect of over 55% in size
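ATXN2-luciferase reporter cells (luciferase flanked by upstream and downstream ATXN2 gene portions) were treated 24 h at 37 °C with compounds at up to 57 uM. SteadyGlo luminescence gave expression; GF-AFC fluorescence gave viability.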
The depositor's hits bear a star; ? = inconclusive; . = not tested or not shown; & = joins results of further samples; [ ] = another dose, or the depositor's remark. Calls come from the whole dose curve; as a rule, active = well fitted curve in the direction sought with a large enough effect; inconclusive = small, poorly fitted or top-dose-only effect, or another doubt; inactive = no such curve, though single readings can be large; an effect the other way counts as inactive or inconclusive. Unless noted, % is set by controls: 0 for no effect and ±100 for the full control effect; potency is the fitted concentration of half-maximal effect. The list is partial; the hit share may differ from the screen's.

SMILES	HT1080 IDH1KD tx	HT1080NT lethal	ATXN2 expr inh
O=C(Cc1cccc(F)c1)NO	23%	17%	.
Cc1ccc(S(=O)(=O)N2CCN(c3nc(C(N)=O)nc4ccccc34)CC2)cc1	18%	8%	.
CCCN1CNc2c(c(=O)[nH]c(=O)n2CCc2ccc(OC)c(OC)c2)C1	26%	11%	.
Cc1ccn2c(NC3CCCCC3)c(-c3ccc(C)o3)nc2c1	-24%	?	.
Cc1nc(N2CCN(C)CC2)c2nnn(Cc3ccccc3)c2n1	-1%	-3%	.
O=C(COc1ccccc1C(=O)Nc1ccccc1)Nc1ccc2ccccc2c1	-9%	-18%	.
O=S(=O)(c1nccs1)N1CCN(c2nc(-c3cccs3)nc3ccccc23)CC1	-1%	1%	.
CCCN1CNc2c(c(=O)[nH]c(=S)n2CCc2cccc(OC)c2OC)C1	13%	2%	.
CCCN1CNc2c(c(=O)[nH]c(=S)n2CCc2cc(C)ccc2C)C1	14%	4%	.
CCOc1ccc(S(=O)(=O)N2CCN(c3nc(-c4ccccc4)nc4ccccc34)CC2)cc1	13%	14%	.
Cc1ccc(S(=O)(=O)N2CCN(c3nc(Nc4ccccc4O)nc4ccccc34)CC2)cc1	18%	19%	.
O=C(c1ccc2c(=O)n(CC3CCCO3)c(=S)[nH]c2c1)N1CCN(C(=O)c2ccco2)CC1 (stereo not given)	-1%	10%	.
O=S(=O)(c1ccc2c(c1)OCO2)N1CCN(c2nc(-c3cccs3)nc3ccccc23)CC1	1%	10%	.
O=S(=O)(c1cnc2ccccc2c1)N1CCN(c2nc(-c3cccs3)nc3ccccc23)CC1	20%	16%	.
CCc1ccccc1NNC(=O)c1sccc1Cl	-14%	6%	.
Cc1cc(C)n2c(Nc3ccccc3)c(-c3ccc(C)o3)nc2n1	15%	5%	.
COC(=O)c1ccc(NC(=O)c2ccccc2OCC(=O)Nc2ccc(Br)cc2)cc1	?	?	.
Cc1ccc(-c2nc3ccc(Cl)cn3c2Nc2ccccc2)o1	1%	20%	.
OCCNc1nc(-c2cccs2)nc2ccccc12	-5%	-5%	.
NCCCN(Cc1ccc(Cl)c(Cl)c1)c1ccc(Br)cn1	11µM*	?	.
C=C1C=C(C)n2ncc(C(=O)Nc3ccccc3O)c2N1	-4%	2%	.
CC(=O)N(c1ccc(Cl)cc1)C1SC(=O)N(c2ccc(C)cc2)C1=O (stereo not given)	18%	9%	.
COc1cc2nc(Cl)nc(NC3CCN(C)CC3)c2cc1OC	13%	3%	.
COc1ccc(N(C(C)=O)C2SC(=O)N(c3ccccc3)C2=O)cc1 (stereo not given)	13%	4%	.
COc1cc2nc(N3CCOCC3)nc(NC3CCN(Cc4ccccc4)CC3)c2cc1OC	?	?	.
O=S(=O)(c1ccc2c(c1)OCCO2)N1CCN(c2nc(-c3cccs3)nc3ccccc23)CC1	18%&13%	6%&13%	.
O=C(c1ccco1)N1CCN(/C=C2\Nc3ccccc3C(=O)N2c2ccc(F)cc2)CC1	9%	16%	.
O=C(Cc1ccccc1)NO	-1%	11%	.
CCCN1CNc2c(c(=O)[nH]c(=S)n2CCc2cc(OC)ccc2OC)C1	20%	6%	.
CCN(CC)S(=O)(=O)c1ccc(NC(=O)CSc2nnc3c(n2)[nH]c2ccccc23)cc1	22µM*	13µM*	.
C=C(C)[C@@H]1C2=CC(C(=O)OC)=C(C[C@@H](C(=C)C)[C@H]3O[C@H]3C3=C[C@H]1OC3=O)O2	3.5µM*	4µM*	.
CCCCOc1ccc(CC(N)=O)cc1	19%	16%	.
Cc1ccccc1Nc1c(-c2ccc(Cl)s2)nc2ccccn12	-3%	-3%	.
O=S(=O)(c1ccc2c(Cl)cccc2c1)N1CCN(c2nc(-c3cccs3)nc3ccccc23)CC1	7%	24%	.
O=C(CCOc1ccccc1)NO	-2%	-1%	.
COc1ccc(CC(=O)NO)cc1OC	22%	22%	.
CCCN1CNc2c(c(=O)[nH]c(=S)n2CCCc2ccccc2)C1	-29%	-23%	.
O=C(NNc1ccccc1C(F)(F)F)c1sccc1Cl	2%	4%	.
CC[C@@H](CO)NCCN[C@@H](CC)CO	.	.	2%
O=C(CCN1CCN(C(=O)OCc2cc(Cl)cc(Cl)c2)CC1)c1ccc2[nH]c(=O)oc2c1	.	.	6%
Clc1ccc(C(Cn2ccnc2)OCc2ccc(Sc3ccccc3)cc2)c(Cl)c1 (stereo not given)	.	.	?
COc1cc(OC)c(NC(=O)Nc2cc(C)on2)cc1Cl	.	.	-20%
CC(C)(C)NC(=O)Nc1cccc(Nc2ncc(F)c(NC(C)(C)CO)n2)c1	.	.	-2%
Cc1cc(Nc2ncc3c(n2)N(C)C(=O)N(c2cc(NC(=O)c4cccc(C(F)(F)F)c4)ccc2C)C3)n(C)n1	.	.	?
CC(C)(C)OC(=O)N[C@H]1CCCCCC=C[C@@H]2C[C@@]2(C(=O)NS(=O)(=O)C2CC2)NC(=O)[C@@H]2C[C@@H](OC(=O)N3Cc4cccc(F)c4C3)CN2C1=O	.	.	2%
CC(=O)c1cc2ccccc2s1	.	.	3%
CCC[C@@H](NC(=O)[C@@H]1[C@H]2CCC[C@@H]2CN1C(=O)[C@@H](NC(=O)[C@@H](NC(=O)c1cnccn1)C1CCCCC1)C(C)(C)C)C(=O)C(=O)NC1CC1	.	.	?
C[C@@H](O[C@H]1OCCN(Cc2n[nH]c(=O)[nH]2)[C@@H]1c1ccc(F)cc1)c1cc(C(F)(F)F)cc(C(F)(F)F)c1	.	.	?
COC(=O)Nc1ccc(-c2nc(N3CCOCC3)c3cnn(C4CCN(Cc5cccnc5)CC4)c3n2)cc1	.	.	?
CO/N=C(/C(=O)N[C@@H]1C(=O)N2C(C(=O)OCOC(=O)C(C)(C)C)=C(C)CS[C@H]12)c1csc(N)n1	.	.	13%
NC(=O)Nc1cc(-c2cccc(F)c2)sc1C(=O)N[C@H]1CCCNC1	.	.	?
CCOC(=O)c1cc(=O)c2c(OCC(COc3cccc4oc(C(=O)OCC)cc(=O)c34)OC(=O)[C@@H](N)CCCCN)cccc2o1	.	.	3%
O=C(O)C1=CO[C@@H](O[C@@H]2O[C@H](CO)[C@H](O)[C@H](O)[C@H]2O)[C@@H]2C(CO)=CC[C@H]12	.	.	2%
COc1cc2c(cc1OC)CN(C(=O)[C@H](C)N[C@@H](CCc1ccccc1)C(=O)O)[C@H](C(=O)O)C2	.	.	10%
COc1ccc(-n2c(C)c([N+](=O)[O-])c3ccc(O)cc32)cc1	.	.	37%[activator]
O=C(O)[C@@H](c1ccc(OCc2ccc3ccccc3n2)cc1)C1CCCC1	.	.	28%
Cc1cccc(OCC(O)CNC(C)(C)C)c1C (stereo not given)	.	.	-7%
Cc1ccc(-c2ccccc2C#N)cc1	.	.	4%
CNC1[C@H](O)C(O[C@@H]2C(O)C(O[C@H]3O[C@H]([C@@H](C)NC)CC[C@H]3N)[C@@H](N)C[C@H]2N)OC[C@]1(C)O (stereo not given in full)	.	.	-5%
N#C/C(=C1/SC[C@@H](c2ccc(Cl)cc2Cl)S1)n1ccnc1	.	.	?

Structures shown so far with a tert-butyl group (five):
SMILES	HT1080 IDH1KD tx	HT1080NT lethal	ATXN2 expr inh
CC(C)(C)NC(=O)Nc1cccc(Nc2ncc(F)c(NC(C)(C)CO)n2)c1	.	.	-2%
CC(C)(C)OC(=O)N[C@H]1CCCCCC=C[C@@H]2C[C@@]2(C(=O)NS(=O)(=O)C2CC2)NC(=O)[C@@H]2C[C@@H](OC(=O)N3Cc4cccc(F)c4C3)CN2C1=O	.	.	2%
CCC[C@@H](NC(=O)[C@@H]1[C@H]2CCC[C@@H]2CN1C(=O)[C@@H](NC(=O)[C@@H](NC(=O)c1cnccn1)C1CCCCC1)C(C)(C)C)C(=O)C(=O)NC1CC1	.	.	?
CO/N=C(/C(=O)N[C@@H]1C(=O)N2C(C(=O)OCOC(=O)C(C)(C)C)=C(C)CS[C@H]12)c1csc(N)n1	.	.	13%
Cc1cccc(OCC(O)CNC(C)(C)C)c1C (stereo not given)	.	.	-7%

The results go on.
SMILES	HT1080 IDH1KD tx	HT1080NT lethal	ATXN2 expr inh
COc1cc(-c2nn(C3CCC(N4CCN(C(C)=O)CC4)CC3)c3ncnc(N)c23)ccc1NC(=O)c1cc2ccccc2n1C (stereo not given)	.	.	?
CC(C)(C(=O)NCC(F)(F)C(F)(F)F)C(=O)N[C@@H]1C(=O)Nc2ccccc2-c2ccccc21	.	.	-12%
CCC(=O)O[C@]1(C(=O)CO)CC[C@H]2[C@@H]3CCC4=CC(=O)CC[C@]4(C)[C@@H]3CC[C@@]21C	.	.	4%
CCS(=O)(=O)N1CC(CC#N)(n2cc(-c3ncnc4[nH]ccc34)cn2)C1	.	.	15%
CC(=O)OCC(=O)[C@@]1(O)[C@H](OC(C)=O)C[C@H]2[C@@H]3CCC4=CC(=O)C=C[C@]4(C)[C@@]3(F)[C@@H](O)C[C@@]21C	.	.	-2%
Cn1cc(-c2[nH]c3cc(NC(=O)[C@H](N)C4CCCCC4)cc4c3c2C=NNC4=O)cn1	.	.	1.1µM*
CN1CCN(c2ccc3nc(-c4c(N)c5c(F)cccc5[nH]c4=O)[nH]c3c2)CC1	.	.	?
Nc1cccc2c(N)cccc12	.	.	?
CCCCC/C(C=O)=C\c1ccccc1	.	.	12%
C=C1C(=CC=C2CCCC3(C)[C@@H]([C@H](C)C=CC=CC(O)(CC)CC)CC[C@@H]23)C[C@@H](O)C[C@@H]1O (stereo not given in full)	.	.	?
COC(=O)c1c(Cl)c(Cl)c(C(=O)OC)c(Cl)c1Cl	.	.	-3%[116 µM]
OC[C@H]1O[C@@H](O[C@H]2[C@@H](O)[C@@](O)(CO)O[C@@H]2CO)[C@H](O)[C@@H](O)[C@@H]1O	.	.	1%
N#Cc1cc(NC(=O)C(=O)O)c(Cl)c(NC(=O)C(=O)O)c1	.	.	18%
CC(C)C[C@H](NC(=O)[C@@H](NC(=O)c1cccc(-c2ccccc2)n1)[C@@H](C)O)B(O)O	.	.	0.061µM*
O=c1c(-c2ccc(O)cc2)coc2cc(OC3O[C@H](CO)[C@H](O)[C@H](O)[C@H]3O)cc(O)c12 (stereo not given in full)	.	.	290%[activator]
Cc1cc(Nc2nc(N[C@@H](C)c3ccc(F)cc3)c(C#N)cc2F)n[nH]1	.	.	24µM*
O=C(Nc1nnc(-c2ccco2)o1)c1cc(-c2ccccc2)nc2ccccc12	.	.	?
CNC(=O)c1ccc(N2C(=S)N(c3cnc(C#N)c(C(F)(F)F)c3)C(=O)C23CCC3)cc1F	.	.	14µM*
CN1CCN(c2cccc(Nc3nc4c(-c5ccc(S(C)(=O)=O)cc5)cccn4n3)c2)CC1	.	.	?
Cc1cnc(Nc2ccc(N3CCN(C)CC3)cc2)nc1Nc1cccc(S(=O)(=O)NC(C)(C)C)c1	.	.	?
OC[C@H](Cc1ccccc1)Nc1nc(Oc2ccc3c(c2)CCC3)nc2c1ncn2Cc1ccc(-c2ccccc2)cc1	.	.	139%[activator]
O=C1Cc2cc(CCN3CCN(c4nsc5ccccc45)CC3)c(Cl)cc2N1	.	.	?
CC1CC2C3CCC4=CC(=O)C=C[C@]4(C)[C@@]3(F)[C@@H](O)C[C@]2(C)[C@@]1(O)C(=O)CO (stereo not given in full)	.	.	-7%
CC1=C(C(=O)O)N2C(=O)[C@@H](NC(=O)[C@H](N)C3=CCC=CC3)[C@H]2SC1	.	.	11%&6%
O=C(Nc1cc(C(F)(F)F)cc(C(F)(F)F)c1)c1cc(Cl)ccc1O	.	.	0.86µM*
Cc1c(Cn2c(C)nc3c(C(=O)O)cc(N4CCOCC4)cc32)cccc1C(F)(F)F	.	.	-5%
CC1=C(C(=O)Nc2cc3cn[nH]c3cc2F)C(c2ccc(C(F)(F)F)cc2)CC(=O)N1 (stereo not given)	.	.	2%
Cc1cc(Nc2ncnc3ccc(-c4ccc(CNCCS(C)(=O)=O)o4)cc23)ccc1Oc1ccn2ncnc2c1	.	.	?
CCC(=O)N[C@H]1CC[C@H](C(=O)N(C)c2ccc(-c3nc4ccccc4o3)cc2)C1	.	.	23%

Two compounds from above, reduced to ATXN2 expr inh and HT1080 IDH1KD tx.
molecule,ATXN2 expr inh,HT1080 IDH1KD tx
Cc1ccc(S(=O)(=O)N2CCN(c3nc(C(N)=O)nc4ccccc34)CC2)cc1,.,18%
CCCN1CNc2c(c(=O)[nH]c(=O)n2CCc2ccc(OC)c(OC)c2)C1,.,26%
